# PNC inhibitor – High Content Assay for Compounds that inhibit the Assembly of the Perinucleolar Compartment; PC3M PTB-GFP, PNC prevalence imaging, 16 h; stronger effect = lower value; activity change (PNC), negative = inhibition, % at 10 µM; hit rate 3.1% among 140,000; AID 2417, 2010;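 active = readout at or below -70, meaning at least 70% loss of cells showing the perinucleolar compartment, a nuclear body marking cancer cells; inconclusive = readout between -30 and a set limit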;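 also: plate controls were DMSO wells for no effect and camptothecin positive control wells for full effect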
#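 Compounds are pinned in duplicate onto adhered PC3M cells stably expressing GFP-tagged PTB and incubated 16 h at 37 C. Cells are then fixed, nuclei stained with Hoechst, and PNC-positive cells counted.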
# ALOX15B inhib – qHTS Assay for Inhibitors of 15-hLO-2 (15-human lipoxygenase 2) | hit rate 0.56% among 110,000 | Potency, µM (top dose mostly 57.1 µM), for the others: top-dose activity change, negative = inhibition, most hits filed as inhibitors | Polyunsaturated fatty acid lipoxygenase ALOX15B (Homo sapiens), O15296 | purified 15hLO-2, xylenol orange hydroperoxide absorbance; also: potency is read from the fitted curve at half-maximal effect; nearly all actives have a fitted effect of over 60% in size; many of its hits are not listed in these tables
#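 Screening format was qHTS against 50 nM purified 15hLO-2 in Hepes pH 7.5 with detergent. Activity follows hydroperoxide formation from 45 uM arachidonic acid, measured as 573:405 nm absorbance ratio of the ferric-xylenol orange complex.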
# 12-hLO inh – qHTS Assay for Inhibitors of 12-hLO (12-human lipoxygenase); AID 1452, 2008; Polyunsaturated fatty acid lipoxygenase ALOX12 (Homo sapiens), P18054; hit rate 0.12% among 150,000; purified 12-hLO, xylenol orange hydroperoxide absorbance; Potency, µM (titrated, usually from 57.1 µM), for the others: at the top dose activity change, negative = inhibition, hits mostly inhibitors; also: potency is read from the fitted curve at half-maximal effect; nearly all actives have a fitted effect of over 55% in size; many of its hits are not listed in these tables
# Target sequence (P18054 whole entry, looked up): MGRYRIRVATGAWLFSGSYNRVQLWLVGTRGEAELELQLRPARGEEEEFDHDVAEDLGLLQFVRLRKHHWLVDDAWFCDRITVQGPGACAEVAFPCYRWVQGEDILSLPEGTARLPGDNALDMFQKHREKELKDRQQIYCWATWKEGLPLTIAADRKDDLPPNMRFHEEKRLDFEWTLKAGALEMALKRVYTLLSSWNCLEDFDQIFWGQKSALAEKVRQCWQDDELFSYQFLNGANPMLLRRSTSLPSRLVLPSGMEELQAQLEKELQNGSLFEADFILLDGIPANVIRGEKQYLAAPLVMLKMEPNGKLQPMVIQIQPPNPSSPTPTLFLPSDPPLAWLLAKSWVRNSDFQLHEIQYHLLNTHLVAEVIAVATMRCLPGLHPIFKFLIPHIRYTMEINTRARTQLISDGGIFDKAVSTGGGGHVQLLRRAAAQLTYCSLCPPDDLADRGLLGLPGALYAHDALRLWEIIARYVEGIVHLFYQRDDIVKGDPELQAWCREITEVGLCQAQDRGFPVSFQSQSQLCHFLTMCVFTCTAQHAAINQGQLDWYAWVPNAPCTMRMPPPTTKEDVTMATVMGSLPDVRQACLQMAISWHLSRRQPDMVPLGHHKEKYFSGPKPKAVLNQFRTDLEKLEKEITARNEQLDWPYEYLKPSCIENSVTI
#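 Hydroperoxide formation by human 12-lipoxygenase from 40 uM arachidonic acid was followed colorimetrically via ferric-xylenol orange complex, using the 573/405 nm absorbance ratio. Enzyme concentration was 150 nM, with 30 min reaction at room temperature.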
# IMPase cell inh – qHTS Assay for Identifying the Cell-Membrane Permeable IMPase Inhibitors. CHO-M1 cells, IP1 accumulation, HTRF TR-FRET ratio. inhibition (IP1 accumulation), % at 46.1 µM. 120,000 tested, under 10 active; active = well fitted curve in the direction sought with a large enough effect in the signal ratio, not every such curve was filed as active; inconclusive = small, poorly fitted or top-dose-only effect, or a change in a side signal; inactive = no such curve, though single readings can be large or run the other way; the % refers to the signal ratio;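 also: cells stimulated with carbachol in lithium chloride buffer; plate controls were DMSO basal wells for no effect and reference inhibitor wells for full effect; higher means more IMPase inhibition seen as more IP1 and lower FRET ratio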
# Target sequence (P97697 whole entry, looked up): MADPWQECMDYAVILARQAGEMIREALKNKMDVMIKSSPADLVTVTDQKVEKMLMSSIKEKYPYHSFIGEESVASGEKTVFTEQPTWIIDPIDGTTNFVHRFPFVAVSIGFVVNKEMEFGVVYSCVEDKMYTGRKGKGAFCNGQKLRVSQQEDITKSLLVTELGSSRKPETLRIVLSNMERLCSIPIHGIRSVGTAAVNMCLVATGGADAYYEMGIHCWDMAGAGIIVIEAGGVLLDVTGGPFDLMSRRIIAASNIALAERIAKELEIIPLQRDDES
#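 Carbachol-driven Gq signalling in CHO-M1 cells (2000/well) generates IP1. Compounds that block IMPase raise IP1 and so reduce the FRET signal from Eu-anti-IP1 and d2-IP1 after a 10 min room-temperature lysis.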
# Starred values were filed as active, the others as inactive; ? = inconclusive; nt = not tested or not shown; [ ] = another dose, or the depositor's remark. Unless noted, calls follow the shape of the dose curve; as a rule, active = well fitted curve in the direction sought with a large enough effect; inconclusive = small, poorly fitted or top-dose-only effect, or another doubt; inactive = no such curve, though single readings can be large; an effect the other way counts as inactive or inconclusive. Unless noted, % is scaled to controls: 0 for no effect and ±100 for the full control effect. The list is partial (hit frequency here may not be typical).
SMILES,PNC inhibitor,ALOX15B inhib,12-hLO inh,IMPase cell inh
CC1(C)Cc2c(sc3c2C2=NCCN2C=N3)CO1,-28,-3%,-4%,17
CC(C)OCCCNC(=O)CCSc1ccc(Cl)cc1,-16,-9%,-4%,-3
CCCCCCCCCCOC(=O)c1csc2nnsc12,-100*,nt,1%,-5
COc1ccc(S(=O)(=O)N(C)CC(=O)Nc2ccccc2C(F)(F)F)cc1OC,-20,12%,-10%,16
Cc1ccccc1Nc1nc(N)nc(CSCc2c(C)noc2C)n1,?,11%,8%,10
Cc1cccc(NC(=O)CCC(=O)N/N=C/c2ccncc2)c1,-1,nt,-6%,nt
CCOC(=O)C1=NNC2(c3ccc(Cl)cc3)C(=O)N(c3cc(C)cc(C)c3)C(=O)C12 (stereo unspecified),3,-18%,?,7
O=S(=O)(Nc1ccc2c(c1)OCCO2)c1ccc(Br)s1,11,-4%,-8%,5
Cc1cc(C)n2c(SCC(=O)N(C)C3CCS(=O)(=O)C3)nnc2n1 (stereo unspecified),59,6%,1%,5
CC(C)SC(=N)N,nt,20%,-3%,-1
COc1cc(NC(=O)c2ccc(S(=O)(=O)N(C)C)cc2)cc(OC)c1OC,?,-6%,2%,1
CC(=O)Nc1ccc2[nH]c3ccccc3c2c1,-13,-6%,-7%,-21
COc1ccc(N2CCn3c2nc2c3c(=O)n(CCN3CCOCC3)c(=O)n2C)cc1,20,-5%,-2%,-11
COc1ccc(Cl)cc1-c1nc(N)nc(NC2CCCCC2)n1,?,nt,-1%,nt
C=CCN(CC=C)S(=O)(=O)c1ccc(F)cc1,?,-1%,-7%,8

# Some entries already given, limited to ALOX15B inhib and IMPase cell inh.
SMILES	ALOX15B inhib	IMPase cell inh
COc1cc(NC(=O)c2ccc(S(=O)(=O)N(C)C)cc2)cc(OC)c1OC	-6%	1
CC(=O)Nc1ccc2[nH]c3ccccc3c2c1	-6%	-21
COc1ccc(N2CCn3c2nc2c3c(=O)n(CCN3CCOCC3)c(=O)n2C)cc1	-5%	-11

# (more compounds)
SMILES,PNC inhibitor,ALOX15B inhib,12-hLO inh,IMPase cell inh
O=C1NCCN1C(=O)c1ccco1,?,2%,-3%,-12
CCn1c(COc2cccc(C)c2C)nnc1SCC(=O)N1CCN(c2ccc(OC)cc2)CC1,-3,19%,-1%,7
CCOCCCNC(=S)NCCCNc1nc2cc3c(cc2cc1C#N)OCO3,14,-11%,-2%,5
COc1ccc(Oc2nc(C)cc(C)c2S(C)(=O)=O)cc1,42,1%,9%,3
O=C(COC(=O)c1ccc(-c2ccc([N+](=O)[O-])cc2)o1)NC(=O)NC1CCCCC1,-25,nt,1%,-7
O=C(NCc1ccco1)C(=O)NCC1OCCN1S(=O)(=O)c1ccc(Cl)cc1 (stereo unspecified),64,nt,1%,nt
N#CCCN(Cc1cccnc1)C(=O)Nc1ccc(Cl)c(Cl)c1,-8,4%,1%,0
CC(=O)Nc1c(-c2ccccc2)nc2ncccn12,15,-2%,-3%,-12
CCn1c(NC(=O)C2CCCCC2)nc2ccccc21,-14,nt,12%,-4
CCOC(=O)c1c(NC(=O)c2ccco2)n(C2CCCCC2)c2nc3ccccc3nc12,5,-23%,?,?
CCOC(=O)C(CC)(CC)C(=O)/C=C/c1ccc(Br)cc1,44,11%,1%,10
O=C(Cn1cc2c(n1)CCCC2)NCCc1ccccc1,?,nt,2%,-11
CC(CCc1ccccc1)NC(=O)C1CCN(C(=O)c2sccc2-n2cccc2)CC1 (stereo unspecified),32,5%,-3%,3
CCOC(=O)N1CCN(C2=Nc3cccc4cccc2c34)CC1,14,4%,-6%,16
COC(=O)c1nc2n(n1)C(c1ccc(OC)c(OC)c1OC)C1=C(CCCC1=O)N2 (stereo unspecified),22,1%,-6%,5
Cc1ccc(Cl)c(OC(=O)c2nn(C(C)C)c(=O)c3ccccc23)c1,2,nt,-2%,10
OC[C@H]1O[C@@H](n2cnc3c(NCc4ccco4)ncnc32)[C@H](O)[C@@H]1O,nt,-4%,-1%,0
O=C(O)c1c[nH]c2ccc(S(=O)(=O)N3CCOCC3)cc12,0,-2%,3%,-2
C#CC(=O)N(c1cccc(OC)c1)C(C(=O)NC1CCCC1)c1cccs1 (stereo unspecified),4,-7%,-4%,23
O=C(CN1C2=NCCN2c2ccccc21)c1ccc(Br)s1,69,nt,1%,nt
CSCC[C@@H](C(=O)NCc1cccs1)N1Cc2ccccc2C1=O,-11,-1%,3%,0
CC1OC(Oc2ccc3ccc(=O)oc3c2-c2c(O)ccc3cc(Oc4ccc5ccc(=O)oc5c4)c(=O)oc23)C(O)C(O)C1O (stereo unspecified),44,nt,-7%,nt
CCS(=O)(=O)N1CCN(C(=O)COc2ccc(-c3ccccc3)cc2)CC1,4,-12%,-11%,0
Cc1ccc(NC(=O)CCn2cccc2)cc1F,46,6%,0%,-5
COc1cccc(C(=O)NC(=S)Nc2ccc(N3CCCC3)cc2)c1,-20,13µM*,16µM*,-1
Cc1ccc(-c2noc(CSc3nnc(-c4ccncc4)n3-c3ccc(F)cc3)n2)cc1,?,10%,-4%,-1
COc1ccccc1OCC(=O)N/N=C1\CCc2ccccc21,?,-9%,-4%,2
CCC(C)(C)C1CCc2c(sc(N)c2C(N)=O)C1 (stereo unspecified),-3,nt,-11%,nt
Cc1ccc(OCc2nnc(SCC(=O)Nc3cccc4ccccc34)n2-c2ccccc2)cc1,-119*,nt,-10%,11
O=C(Nc1cccc(Cl)c1)Nc1ccccc1C(=O)NCc1ccco1,52,10%,-4%,2
Cc1ccc(-c2nnc(Nc3ccccc3)c3ccccc23)cc1S(=O)(=O)NCC1CCCO1 (stereo unspecified),60,-7%,5%,3
CCCOC(=O)C1=C(C)NC2=C(C(=O)CCC2)C1c1cccc(OC)c1OC (stereo unspecified),-9,-1%,-9%,-1
Cc1ccc(NC(=O)Cc2nn(C)c(=O)c3ccccc23)cc1F,22,-8%,0%,5
COc1ccc(C(=O)c2cn[nH]c2-c2cc(Cl)ccc2O)cc1,17,-6%,-13%,4
COc1ccccc1Nc1nc(N)nc(-c2cc3ccccc3o2)n1,?,14%,-16%,-5
CN(C)CCCN1c2ccc3ccccc3c2Sc2cccc(Cl)c21,nt,?,-5%[11.4 µM],nt
CCc1ccc(NC2=CC(=O)CC(c3ccco3)C2)cc1 (stereo unspecified),?,-6%,-9%,2
Cc1ccnc(NS(=O)(=O)c2ccc(NS(=O)(=O)Cc3ccccc3)cc2)n1,34,-5%,-3%,1
Cc1cc2oc(=O)cc(CN3CCN(S(=O)(=O)/C=C/c4ccccc4)CC3)c2cc1C,39,nt,0%,nt
COc1cccc(CNC(=O)C2CCN(S(=O)(=O)c3cccc4cccnc34)CC2)c1,50,nt,2%,nt
CS(=O)(=O)c1ccc2nc(NC(=O)c3cc4ccccc4o3)sc2c1,14,-1%,-3%,-11
Cc1cc(NC(=O)CSc2nc3c(c(=O)n(C)c(=O)n3C)n2C(C)C)no1,0,0%,7%,?
COc1ccc(NC(=O)CSc2nc(N)c(-c3ccccc3)c(=O)[nH]2)cc1,40,-1%,5%,4
CC(N)C12CC3CC(C1)CC(C(C)N)(C3)C2 (stereo unspecified),?,?,0%,10
CC1=NN(c2ccccc2)C(=O)/C1=C\C=C1\N(C)c2ccccc2C1(C)C,-10,nt,-1%,nt
CC(C)Oc1ccc(C(=O)Nc2nnc(SCC(=O)N3CCOCC3)s2)cc1,-16,nt,-1%,-6
O=S(=O)(NCC1CC1)c1cccc(S(=O)(=O)N2CCCC2)c1,?,4%,-1%,7
CC1CCN(Cc2nc(-c3ccccc3)no2)CC1,15,6%,1%,3
CCOC(=O)c1ccccc1NC(=O)Cn1cnc2c(cnn2C(C)(C)C)c1=O,-11,0%,-4%,7
Cc1nn(-c2ccc(F)cc2)c(Cl)c1/C=N/NC(=O)c1cccs1,-8,nt,5%,17
Cn1ccnc1SCC(=O)Nc1ccc(Oc2ccccc2)cc1,-19,11%,9%,-4
CN(C)S(=O)(=O)N1CCN(S(=O)(=O)c2ccc3ccccc3c2)CC1,3,0%,4%,4
COc1ccc(CCN2C(=O)CC(NNC(=O)c3ccccc3Br)C2=O)cc1OC (stereo unspecified),17,nt,1%,nt
Cc1nc2scc(-c3ccccc3)c2c(=O)n1N,?,3%,12%,3
Cc1ccc(C)c(CN2CCNC2=O)c1,?,29%,5%,-24
C=CCn1c(COc2ccccc2)nnc1SCc1ccc(C#N)cc1,?,6%,-8%,-2
O=C(c1csnn1)N1CCC2(CCCN(c3ccc(-c4ccccc4)cc3)C2)CC1,nt,3%,-10%,nt
C1=Nc2ccccc2CN1c1ccccc1,18,nt,-4%,nt
CN(C)/C=C(\C(=O)c1ccc(F)cc1F)c1nnnn1-c1ccccc1,?,nt,0%,nt
Cc1ccc(N2C(=O)C3ON(c4ccccc4)C(c4ccncc4)C3C2=O)c(C)c1 (stereo unspecified),19,-13%,-1%,8

# Gathered by group, those above with fluorine (7)
SMILES,PNC inhibitor,ALOX15B inhib,12-hLO inh,IMPase cell inh
COc1ccc(S(=O)(=O)N(C)CC(=O)Nc2ccccc2C(F)(F)F)cc1OC,-20,12%,-10%,16
C=CCN(CC=C)S(=O)(=O)c1ccc(F)cc1,?,-1%,-7%,8
Cc1ccc(NC(=O)CCn2cccc2)cc1F,46,6%,0%,-5
Cc1ccc(-c2noc(CSc3nnc(-c4ccncc4)n3-c3ccc(F)cc3)n2)cc1,?,10%,-4%,-1
Cc1ccc(NC(=O)Cc2nn(C)c(=O)c3ccccc23)cc1F,22,-8%,0%,5
Cc1nn(-c2ccc(F)cc2)c(Cl)c1/C=N/NC(=O)c1cccs1,-8,nt,5%,17
CN(C)/C=C(\C(=O)c1ccc(F)cc1F)c1nnnn1-c1ccccc1,?,nt,0%,nt

# More records
SMILES,PNC inhibitor,ALOX15B inhib,12-hLO inh,IMPase cell inh
NC(=O)C1(N2CCCCC2)CCN(C(=O)CSc2nc3ccccc3[nH]2)CC1,-11,nt,4%,12
CN1C(=O)C2(c3ccccc31)C1CCCC=C1C(C#N)=C(N)C2(C#N)C#N (stereo unspecified),3,-24%,-25%,21
CCOc1ccc2[nH]c(C)c(CN(C)C)c(=O)c2c1,41,9%,1%,-11
O=C(NCC1CCCO1)c1ccc(CS(=O)(=O)c2ccc(Br)cc2)o1 (stereo unspecified),1,-2%,1%,2
CCC(=O)NC(=S)Nc1cccc(NC(=O)CC)c1,?,-15%,1%,-12
Nc1nc2c([nH]c(=O)n2C2OC(CO)C(O)C2O)c(=O)[nH]1 (stereo unspecified),nt,0%,-3%,nt
Cc1ccc(N(CN2C(=O)C3CC=CCC3C2=O)C(=O)c2ccco2)cc1Cl (stereo unspecified),-25,-20%,-13%,2
CC(=O)N1CCc2cc(S(=O)(=O)NCCC(=O)Nc3cccc(C)c3C)ccc21,?,15%,8%,7
CCn1c(SCCC(=O)Nc2ccccc2)nnc1-c1ccc(OC)cc1,12,3%,5%,19
C=C1c2cc(OC)ccc2NC(=O)N1CC,11,-11%,4%,2
Fc1ccc(OCCCCCN2CCCC2)cc1,-17,7%,-2%,3
COC(=O)c1ccc(Sc2ccc(F)cc2)c(N)c1,?,-15%,-2%,-3
O=C(OCCCCN1C(=O)c2ccccc2C1=O)c1ccc(S(=O)(=O)N2CCCC2)cc1,-17,2%,-2%,6
Cc1cccc(N/C=C/C(=C(C#N)C#N)N(C)C)c1,?,7%,4%,1
CCOc1cc(S(=O)(=O)N(CC)CC)c(OCC)cc1-n1cnnn1,6,3%,-4%,8
CC(C)(C)NC(=O)C1CC(=O)OC1(C)C (stereo unspecified),28,-4%,-3%,-8
Cc1ccc(S(=O)(=O)N(CC(O)CN2CCCCC2)c2ccccc2)cc1 (stereo unspecified),7,11%,-11%,1
C=C(C)c1cccc(C(C)(C)NC(=O)N2CCCC2)c1,?,nt,4%,0

# Source: PubChem
